# From PubChem BioAssay
# L3MBTL1 block = qHTS Assay for the Inhibitors of L3MBTL1; Lethal(3)malignant brain tumor-like protein 1 (Homo sapiens), Q9Y468; AlphaScreen L3MBTL1–H3K9me1 peptide binding; Potency, µM (titrated, usually from 57.1 µM), inactives show at the highest dose activity, negative = inhibition, most hits filed as inhibitors; 0.66% of 230,000 active; AID 485360, 2010; also: nearly all actives have a fitted effect of over 60% in size
#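 L3MBTL1 (50 nM) pre-complexed 30 min with biotinylated H3(1-15)K9me1 peptide (75 nM), then compounds added for 30 min at room temperature; AlphaScreen streptavidin donor/nickel chelate acceptor beads (10 ug/mL final) read after 30 min dark incubation.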
# aGal spleen mod = qHTS Assay for Inhibitors and Activators of Human alpha-Galactosidase From Spleen Homogenate; human spleen homogenate, 4MU-alpha-Gal fluorescence, 40 min; Potency, µM (highest dose often 80 µM), inactives show at the top dose activity change, negative = inhibition, most hits filed as inhibitors; 0.008% of 240,000 active; AID 2107, 2009;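 also: 0% = enzyme with vehicle and -100% = no enzyme basal signal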
# Target sequence (P06280 32-429 limits assumed): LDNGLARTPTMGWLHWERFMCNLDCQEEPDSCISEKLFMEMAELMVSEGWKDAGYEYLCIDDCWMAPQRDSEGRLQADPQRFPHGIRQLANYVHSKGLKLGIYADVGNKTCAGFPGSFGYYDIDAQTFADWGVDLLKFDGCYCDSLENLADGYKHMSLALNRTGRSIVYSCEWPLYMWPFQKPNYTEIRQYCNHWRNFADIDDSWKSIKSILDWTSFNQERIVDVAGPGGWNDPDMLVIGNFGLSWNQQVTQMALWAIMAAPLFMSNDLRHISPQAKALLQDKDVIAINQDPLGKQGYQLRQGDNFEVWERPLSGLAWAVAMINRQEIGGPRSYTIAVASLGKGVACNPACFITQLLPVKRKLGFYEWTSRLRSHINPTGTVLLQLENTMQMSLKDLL
#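 Spleen homogenate 1 ug + cpd (titration) + 4-MU-alpha-D-galactopyranoside 1 mM; 37C 40 min; 50 mM citrate/phosphate pH 5.0, 0.01% Tween-20; stop pH 10; fluorescence 365/440; AC50 via Hill.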
# TR SRC2 fluor cs = Total Fluorescence Counterscreen for Inhibitors of the Interaction of Thyroid Hormone Receptor and Steroid Receptor Coregulator 2. 0.29% of 280,000 active. TRb/SRC2 Texas Red total fluorescence interference. Potency, µM (titrated, usually from 106 µM), for the others: top-dose fluorescence change, negative = quenching; active = well fitted curve in either direction with a large enough effect
#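 Flags fluorescent or light-absorbing compounds by total fluorescence, S + 2P, at 555 nm excitation and 632 nm emission. Mixture: 20 nM Texas Red SRC2 peptide, 0.6 uM human TRb LBD, 1 uM T3, 5% DMSO; compound exposure 5 h at ambient temperature.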
# TRb SRC2 PPI = qHTS for Inhibitors of the Interaction of Thyroid Hormone Receptor and Steroid Receptor Coregulator 2; Potency, µM (top dose mostly 106 µM), for inactives: top-dose activity change, negative = inhibition, hits mostly inhibitors; 0.065% of 280,000 active; Thyroid hormone receptor beta (Homo sapiens), P10828; TRbeta-SRC2 peptide binding, fluorescence polarization; receptor liganded with 1 µM T3;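 also: plate controls were bound peptide for no effect and peptide without receptor for full effect; nearly all actives have a fitted effect of over 50% in size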
#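 Binding of a 20-amino-acid Texas Red SRC2 peptide (20 nM) to TRb ligand-binding domain (0.6 uM) with agonist T3 at 1 uM was followed by fluorescence polarization after a 5 hr room-temperature incubation.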
# The depositor's hits bear a star; x = no result given. Unless noted, calls follow the shape of the dose curve; as a rule, active = well fitted curve in the direction sought with a large enough effect; inconclusive = small, poorly fitted or top-dose-only effect, or another doubt; inactive = no such curve, though single readings can be large; an effect the other way counts as inactive or inconclusive. Unless noted, % is scaled to controls: 0 for no effect and ±100 for the full control effect; potency is read from the fitted curve at half-maximal effect. The list is partial, so the mix of outcomes need not match the whole.
SMILES,L3MBTL1 block,aGal spleen mod,TR SRC2 fluor cs,TRb SRC2 PPI
COc1ccc(-c2ccc3cc(C(=O)O)ccc3c2)cc1C12CC3CC(CC(C3)C1)C2,x,x,0%,11%
OCc1ccccn1,x,x,1%,9%
COc1ccc(/C=N/NC(=O)c2ccncc2)cc1OC,x,x,-1%,1%
CC(=O)Nc1ncc([N+](=O)[O-])s1,x,x,-2%,6%
C/C=C/C=N/NC(=O)c1ccncc1,x,x,-2%,1%
Cc1cccc(C)c1NC(=O)CN(CC(=O)O)CC(=O)O,x,x,-2%,3%
COc1ccc(CN2CCN(C(c3ccc(F)cc3)c3ccc(F)cc3)CC2)c(OC)c1OC,x,x,-3%,11%
CC1OC(OCC2OC(Oc3cc(O)c4c(c3)OC(c3ccc(O)cc3)CC4=O)C(O)C(O)C2O)C(O)C(O)C1O (centres undefined),x,15%,-17%,4%
Cc1ccc2nc(NCCN)c3ncc(C)n3c2c1,x,3%,-1%,0%
O=P(O)(O)OC(CO)CO,x,4%,-20%,1%
NCCNC(=O)c1ccc(Cl)cn1,x,-2%,1%,0%
CC(=O)O[C@H]1Cc2ccccc2N(C(N)=O)c2ccccc21,x,-2%,0%,1%
COc1ccc(-c2cc(=O)c3c(OC)c(OC)c(OC)cc3o2)cc1OC,x,18%,-24%,-4%
COc1c(O)cc2c(c1O)[C@@H]1O[C@H](CO)[C@@H](O)[C@H](O)C1OC2=O (some centres undefined),-1%,x,x,x
NNC(=O)CP(=O)(c1ccccc1)c1ccccc1,-5%,x,-2%,7%
COC(c1ccccc1)(c1ccccc1)C(Oc1nc(C)cc(C)n1)C(=O)O (centres undefined),5%,x,1%,0%

# No new results follow: an excerpt of the list.
SMILES,L3MBTL1 block,aGal spleen mod,TR SRC2 fluor cs,TRb SRC2 PPI
COc1ccc(/C=N/NC(=O)c2ccncc2)cc1OC,x,x,-1%,1%
CC(=O)Nc1ncc([N+](=O)[O-])s1,x,x,-2%,6%
C/C=C/C=N/NC(=O)c1ccncc1,x,x,-2%,1%
Cc1cccc(C)c1NC(=O)CN(CC(=O)O)CC(=O)O,x,x,-2%,3%
COc1ccc(CN2CCN(C(c3ccc(F)cc3)c3ccc(F)cc3)CC2)c(OC)c1OC,x,x,-3%,11%
CC1OC(OCC2OC(Oc3cc(O)c4c(c3)OC(c3ccc(O)cc3)CC4=O)C(O)C(O)C2O)C(O)C(O)C1O (centres undefined),x,15%,-17%,4%
Cc1ccc2nc(NCCN)c3ncc(C)n3c2c1,x,3%,-1%,0%
O=P(O)(O)OC(CO)CO,x,4%,-20%,1%
NCCNC(=O)c1ccc(Cl)cn1,x,-2%,1%,0%
CC(=O)O[C@H]1Cc2ccccc2N(C(N)=O)c2ccccc21,x,-2%,0%,1%
COc1ccc(-c2cc(=O)c3c(OC)c(OC)c(OC)cc3o2)cc1OC,x,18%,-24%,-4%
COc1c(O)cc2c(c1O)[C@@H]1O[C@H](CO)[C@@H](O)[C@H](O)C1OC2=O (some centres undefined),-1%,x,x,x
NNC(=O)CP(=O)(c1ccccc1)c1ccccc1,-5%,x,-2%,7%
COC(c1ccccc1)(c1ccccc1)C(Oc1nc(C)cc(C)n1)C(=O)O (centres undefined),5%,x,1%,0%
